Bioassay records from PubChem BioAssay.
M1 antag = antagonists of rat M1 muscarinic receptor; 3.4% of 64,000 active; AID 628, 2007; CHO-M1 cells, Fluo-4 calcium, ACh EC80 antagonist mode; hits give low values; B-score at 10 µM; Muscarinic acetylcholine receptor M1 (Rattus norvegicus), P08482;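 active means calcium fluorescence response, raw or row-and-column corrected B-score, differing from the plate sample mean either way at a set confidence level, mostly lower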
TNAP act DEA = human TNAP enzyme activators, primary screen, biochemical, luminescent, intermediate phosphate acceptor level | purified TNAP, CDP-star luminescence, 100 mM DEA, 30 min; hits give high values; scale: 0 levamisole-inhibited, 1 vehicle-only enzyme | activation factor at 20 µM | 64,000 tested, under 10 active | AID 813, 2007;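 active means activation factor of at least 2 at 20 µM, relative to controls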
RORa activator = activators of orphan receptor RORA, primary screen, cell-based, luminescence; Nuclear receptor ROR-alpha (Homo sapiens), P35398; CHO-K1 Gal4-RORA LBD luciferase reporter; percent increase over mock-subtracted basal signal; activation, % at 10 µM; 1.5% of 65,000 active; AID 560, 2006;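 active means activation above the mean of all tested compounds plus 3 SD, cut at about 49% in these data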;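 further: 0% = DMSO-treated RORA cells and 100% = added signal equal to DMSO minus mock-transfected cells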
Target sequence (P35398 whole entry, looked up, the tested form may be a part): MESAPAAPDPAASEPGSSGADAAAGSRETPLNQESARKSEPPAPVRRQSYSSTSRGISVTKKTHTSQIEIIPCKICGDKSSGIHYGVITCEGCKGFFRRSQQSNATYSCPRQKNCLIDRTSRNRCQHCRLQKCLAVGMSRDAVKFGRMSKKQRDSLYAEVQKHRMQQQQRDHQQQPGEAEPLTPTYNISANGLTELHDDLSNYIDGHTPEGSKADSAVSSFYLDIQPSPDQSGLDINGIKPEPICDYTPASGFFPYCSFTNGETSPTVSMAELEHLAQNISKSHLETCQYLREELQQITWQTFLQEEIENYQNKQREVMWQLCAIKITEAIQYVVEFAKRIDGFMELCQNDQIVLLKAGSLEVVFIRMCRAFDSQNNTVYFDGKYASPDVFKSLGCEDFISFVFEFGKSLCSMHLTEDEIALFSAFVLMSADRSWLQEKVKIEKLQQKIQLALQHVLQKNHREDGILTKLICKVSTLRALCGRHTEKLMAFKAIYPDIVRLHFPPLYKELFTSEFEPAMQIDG
M1 agonist = M1 muscarinic receptor agonists, primary screen, CHO-M1 cells, Fluo-4 calcium, agonist mode; Fluo-4 calcium fluorescence; hits give high values; 3% of 64,000 active; B-score at 10 µM; Muscarinic acetylcholine receptor M1;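 active means fluorescence rise, raw or as B-score row- and column-corrected plate score, outside the 99.7% band of its plate's samples, either direction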
Fluor 339 460 = intrinsic fluorescence of library compounds, ex339/em460 – biochemical, MLSMR library, data from DPM-DC assay, artefact control, profiling panel | fluorescence fold increase at 10 µM | 5.5% of 65,000 active | compound autofluorescence, ex339/em460 nm, NADH buffer; hits give high values; 1 = no-compound wells, NADH background;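 active means at 10 µM, mean starting fluorescence two-fold or more over control wells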;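 further: signal is the first read of a kinetic run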
Ec RNAP inh = E. coli RNAP inhibitors, biochemical. DNA-directed RNA polymerase subunit beta (Escherichia coli (strain K12)), P0A8V2. E. coli RNA polymerase, fluorescence transcription assay. inhibition, %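 (tested at 10 µM)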. 0.2% of 62,000 active. AID 559, 2006; in the data active means inhibition above about 20%;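 further: 0% = enzyme without compound and 100% = no enzyme blank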
NADH coupling = inhibitors of PK/LDH coupling enzymes, profiling panel, artefact control, biochemical, MLSMR library | IC50, µM (highest dose often 10 µM), for the others: top-dose inhibition | AID 774, 2007 | coupled PK/LDH NADH assays, four targets | 0.02% of 65,000 active;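 active means single-dose screening hits from any of four coupled enzyme assays that gave an IC50 when retested across doses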;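 further: the DPM-DC format reads NADH fluorescence rather than 340 nm absorbance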
SF-1 act = activators of human SF-1, primary screen, cell-based, CHO-K1, Gal4-SF-1 LBD, luciferase luminescence; Steroidogenic factor 1 (Homo sapiens), Q13285; CHO-K1 Gal4-SF-1 LBD luciferase reporter; % increase over DMSO SF-1-specific signal; 1.9% of 65,000 active; activation, % at 10 µM;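 active means activation above the mean activation of all tested compounds plus 3 SD, cut at about 50% in these data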
Target sequence (Q13285 whole entry, looked up, the tested form may be a part): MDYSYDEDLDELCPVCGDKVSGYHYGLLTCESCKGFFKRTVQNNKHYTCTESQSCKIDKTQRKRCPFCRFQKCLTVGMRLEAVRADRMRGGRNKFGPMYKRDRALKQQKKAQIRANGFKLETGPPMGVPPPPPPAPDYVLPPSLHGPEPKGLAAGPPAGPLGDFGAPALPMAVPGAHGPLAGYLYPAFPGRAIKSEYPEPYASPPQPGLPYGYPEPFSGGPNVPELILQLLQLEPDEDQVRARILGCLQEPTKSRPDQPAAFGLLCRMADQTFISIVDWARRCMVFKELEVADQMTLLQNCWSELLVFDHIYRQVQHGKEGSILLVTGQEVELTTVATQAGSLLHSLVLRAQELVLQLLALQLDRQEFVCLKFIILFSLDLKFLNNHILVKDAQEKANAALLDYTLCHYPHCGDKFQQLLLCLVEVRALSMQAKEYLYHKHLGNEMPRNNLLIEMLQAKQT
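Material: Transient Gal4-SF-1 LBD reporter, CHO-K1 | Input: 4,000 cells/well | Dosing: One dose, 10 µM compound, 1% DMSO | Incubation: 20 h compound treatment, 37 °C | Detection: SteadyLite luciferase luminescence | Evaluation: Percent activation relative to DMSO median and mock-transfected background | Benchmarks: DMSO-treated SF-1-transfected cells as negative, DMSO-treated mock-transfected cells lacking SF-1 as background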
Ecoli tolC = growth inhibitors of E. coli tolC mutant, primary screen, strain BW25113 ΔtolC::kan, 384-well. 2.2% of 65,000 active. growth inhibition, % at 10 µM (by protocol). AID 573, 2007. OD615;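 active means growth inhibition at or above a cutoff equal to the mean over every tested compound plus 3 SD, cut at about 60% in these data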;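 further: growth measured after 20 h incubation at 37 °C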
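test system = E. coli BW25113 ΔtolC::kan bacteria | medium = LB with kanamycin 50 µg/mL | signal = OD at 615 nm | schedule = 37 °C, 20 h exposure | evaluation = % inhibition of E. coli growth | compound dosing = one dose of 10 µM final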
The depositor's hits bear a star; nt = no result given; [ ] = remark or other dose. Some of the compounds tested; count on the stated rates, not on these rows.

SMILES	M1 antag	TNAP act DEA	RORa activator	M1 agonist	Fluor 339 460	Ec RNAP inh	NADH coupling	SF-1 act	Ecoli tolC
CCOC(=O)c1c(C)n(CCOC)c2ccc(O)cc12	0.488	0.8	0.0	0.35	1.15	6.7	1.0%	-1.2	-5.0
Cc1ccc(P(=S)(c2ccc(C)o2)N2CCOCC2)o1	0.0158	0.9	-9.2	0.695	1.07	11.7	5.0%	0.9	-5.1
O=C(c1cccs1)C1CN2CCC1CC2 (configuration not stated)	-5.54*	0.9	7.9	8.41*	0.98	6.0	5.0%	4.8	-14.5
Cc1[nH]c2c(C(F)(F)F)cccc2c1CCN	-0.616	0.9	-20.1	-0.667	1.13	8.8	4.0%	-11.6	12.7
CN1C(=O)C(C2c3ccccc3C(=O)N2Cc2ccccc2)C(=O)N(C)C1=O (configuration not stated)	0.96	1	-0.7	-0.356	1.03	5.7	7.0%	-11.8	-15.5
Cc1cc(OCc2nn[nH]n2)c2c3c(c(=O)oc2c1)CCCC3	0.353	0.8	2.2	-0.526	3.81*	9.3	8.0%[fluoresces]	7.0	6.7
O=C(c1cc2c(s1)CCCCCC2)N1CCC2(CC1)OCCO2	0.165	1	-1.4	-0.902	1.16	-2.1	3.0%	-0.7	17.0
Nc1c(C(=O)NCCc2ccccc2)c2nc3ccccc3nc2n1CCN1CCOCC1	0.0428	0.9	23.1	-0.427	3.88*	-7.8	6.0%[fluoresces]	2.4	89.8*
CCOC(=O)C1CCN(C(C)C(=O)c2c(C)[nH]c3cc(C)ccc23)CC1 (configuration not stated)	-4.31*	1	11.4	1.36	1.08	10.2	7.0%	0.3	-5.8
Cc1cc(N2C(=O)CC(N3CCC(n4c(=O)[nH]c5ccccc54)CC3)C2=O)no1 (configuration not stated)	0.572	1	-7.4	-0.294	1.1	9.8	6.0%	-7.5	-16.9
O=C(Cc1ccccc1)OCCN1CCCCC1	-3.51*	0.9	12.5	1.2	0.71	1.8	17.0%	4.7	-19.9
CCn1nc(-c2cccs2)nc2c(=O)n(C)c(=O)nc1-2	0.167	0.9	-90.7	0.323	0.06	8.8	8.44µM*	-96.0	97.5*
CCN(CC)CCN=Cc1c(O)n(CCC2=CCCCC2)c(=O)[nH]c1=O	-0.0386	1	-15.1	1.06	1.13	7.8	2.0%	-10.9	-9.0
O=C(C1CCCN(S(=O)(=O)c2cccc3nsnc23)C1)N1CCC2(CC1)OCCO2 (configuration not stated)	-0.403	0.9	-4.7	-1.24	1.04	-6.5	1.0%	8.3	-26.9
CCOC(=O)C1C(=O)NC2(C)CC1c1cc(OC)ccc1O2 (configuration not stated)	-0.0482	0.9	-9.2	0.229	1.12	6.5	2.0%	0.3	-14.8
O=C(CCN1CCOCC1)NCC(=O)Nc1ccc(Br)cc1C(=O)c1ccccc1	0.725	1	1.9	-0.176	1.06	0.9	5.0%	-3.0	3.2
O=C(c1csc2c1CCCCC2)N1CCC2(CC1)OCCO2	-0.105	1	0.5	0.00942	1.09	4.2	6.0%	1.8	-9.9
O=C(Cn1c2c(c(-c3ccccc3Cl)cc1=O)CCC2)N1CCC2(CC1)OCCO2	-0.687	0.9	12.4	0.265	1.78	-6.0	6.0%	-14.8	-26.2
Cc1ccc(Cl)cc1-n1c(O)c(C=NCCCN2CCOCC2)c(=O)[nH]c1=O	0.608	0.9	-14.4	-2.06	1.2	5.0	2.0%	-2.6	-5.5
Cc1cccnc1-n1c(-c2ccco2)nc2ccccc2c1=O	0.511	0.9	-4.7	-0.644	1.01	3.2	7.0%	-2.2	-3.6
Cc1c(C(=O)N2CCC3(CC2)OCCO3)oc2ccc(S(=O)(=O)N3CCOCC3)cc12	-0.437	0.9	-17.1	-0.0176	1.1	0.7	2.0%	-14.8	-24.2
CCN(CC)CCCN=Cc1c(O)n(CCc2ccc(F)cc2)c(=O)[nH]c1=O	-0.397	1.1	12.8	-0.248	1.1	1.1	9.0%	6.0	-14.6
c1ccc2c(c1)CNc1ccccc1O2	nt	0.9	-12.2	nt	1.09	1.3	6.0%	-14.7	-10.1
CN(CC1COc2ccccc2O1)c1nc(-c2cccnc2)nc2ccccc12 (configuration not stated)	-3.88*	0.9	-24.3	1.67	1.21	5.5	3.0%	-4.2	24.0
CCCCn1c(O)c(C(C)=NCCCN(CC)CC)c(=O)[nH]c1=O	-1.79	1	4.5	-0.543	1.07	-7.3	5.0%	-19.5	-27.8

Rewritten with values under each structure: entries from further up
Values in the order – M1 antag	TNAP act DEA	RORa activator	M1 agonist	Fluor 339 460	Ec RNAP inh	NADH coupling	SF-1 act	Ecoli tolC
CCOC(=O)C1C(=O)NC2(C)CC1c1cc(OC)ccc1O2 (configuration not stated)
 : -0.0482	0.9	-9.2	0.229	1.12	6.5	2.0%	0.3	-14.8
c1ccc2c(c1)CNc1ccccc1O2
 : nt	0.9	-12.2	nt	1.09	1.3	6.0%	-14.7	-10.1
Cc1ccc(P(=S)(c2ccc(C)o2)N2CCOCC2)o1
 : 0.0158	0.9	-9.2	0.695	1.07	11.7	5.0%	0.9	-5.1
O=C(Cn1c2c(c(-c3ccccc3Cl)cc1=O)CCC2)N1CCC2(CC1)OCCO2
 : -0.687	0.9	12.4	0.265	1.78	-6.0	6.0%	-14.8	-26.2

Structures shown so far that have a thiophene ring, fused or not (four):
SMILES	M1 antag	TNAP act DEA	RORa activator	M1 agonist	Fluor 339 460	Ec RNAP inh	NADH coupling	SF-1 act	Ecoli tolC
O=C(c1cccs1)C1CN2CCC1CC2 (configuration not stated)	-5.54*	0.9	7.9	8.41*	0.98	6.0	5.0%	4.8	-14.5
O=C(c1cc2c(s1)CCCCCC2)N1CCC2(CC1)OCCO2	0.165	1	-1.4	-0.902	1.16	-2.1	3.0%	-0.7	17.0
CCn1nc(-c2cccs2)nc2c(=O)n(C)c(=O)nc1-2	0.167	0.9	-90.7	0.323	0.06	8.8	8.44µM*	-96.0	97.5*
O=C(c1csc2c1CCCCC2)N1CCC2(CC1)OCCO2	-0.105	1	0.5	0.00942	1.09	4.2	6.0%	1.8	-9.9

Next compounds:
SMILES	M1 antag	TNAP act DEA	RORa activator	M1 agonist	Fluor 339 460	Ec RNAP inh	NADH coupling	SF-1 act	Ecoli tolC
CN1C(=O)N(C)C(=O)C(CCc2ccncc2)(Cc2ccc3c(c2)OCO3)C1=O	-0.699	0.9	8.2	-0.428	1.09	-8.5	4.0%	-4.0	1.0
O=C(CN1C(=O)CCSc2ccccc21)N1CCC2(CC1)OCCO2	0.022	1	11.1	-0.301	1.11	-5.1	8.0%	-13.9	-1.3
CCOC(=O)C(C)Oc1cc(C)cc2oc(=O)c3c(c12)CCCC3 (configuration not stated)	0	1	-3.5	0.813	2.13*	7.1	4.0%[fluoresces]	-2.1	55.4
COc1cccc(N2CCN(Cc3cccc(Cl)c3)CC2)c1	0.0642	0.9	-7.3	0.357	1.03	5.1	1.0%	12.9	5.8
CCCCc1ccc2[nH]cc(CCN)c2c1	0.0607	0.9	-8.5	0.213	1.1	2.1	2.0%	-22.0	-17.5
COc1cccc(-n2nc(C(=O)N3CCC4(CC3)OCCO4)c3ccccc3c2=O)c1	0.319	1	-21.3	0.952	1.07	2.0	2.0%	12.8	-5.7
CN1C(=O)N(C)C(=O)C(CCc2ccccn2)(CCc2ccccn2)C1=O	0.431	1	-4.6	0.434	1.12	11.6	10.0%	-11.9	-13.9
O=C(c1cccc(N2CCCC2=O)c1)N1CCC2(CC1)OCCO2	-0.685	0.9	0.0	-0.283	1.08	2.0	5.0%	-6.0	-19.4
CC(NC(=O)Oc1ccccc1)C(c1cccs1)N1CCOCC1 (configuration not stated)	-0.551	nt	1.1	0.447	1	nt	5.0%	-8.1	-0.8
CSC(=Nc1ccccc1)c1c(O)n(C)c(=O)n(C)c1=O	-0.101	0.8	-18.5	0.113	1.06	8.9	11.0%	-7.6	-9.1
CNCC(O)c1ccc(O)cc1 (configuration not stated)	0.604	0.9	-30.3	0.382	0.99	5.7	2.0%	2.2	0.9
CCn1c(=O)n(CC(=O)N2CCC3(CC2)OCCO3)c(=O)c2ccccc21	0.297	nt	-2.4	-0.341	1.21	nt	5.0%	9.4	-22.5
O=C1OCCC1NC1=NCCC1 (configuration not stated)	-0.202	0.9	-17.8	-0.109	1.03	9.1	1.0%	-13.8	-4.5
OC1(c2ccc(F)cc2)CC2CCC(C1)N2Cc1nnnn1C1CCCCC1 (configuration not stated)	-1	0.9	-3.2	-0.145	1.09	-1.7	3.0%	14.4	26.3
CCC(=NCCCN(CC)CC)c1c(O)n(C2CCCCC2)c(=O)[nH]c1=O	-0.955	1	-8.0	-0.691	1.08	7.2	6.0%	8.8	-30.3
CN=C(SCc1cc2c(cc1Cl)OCO2)c1c(O)n(C)c(=O)n(C)c1=O	-0.136	1	-5.2	1.02	1.14	5.4	7.0%	-13.0	-16.1
CC1(C)CC(=O)C(C=NCCN2CCN(C(=O)Cc3ccccc3)CC2)=C(O)C1	0.247	0.9	-21.6	0.527	1.11	9.7	2.0%	-2.0	-7.7
CCN(CC)CCN=C(C)c1c(O)n(-c2ccccc2OC)c(=O)[nH]c1=O	0.2	1	-12.3	-0.119	1.02	-3.0	4.0%	9.2	1.6
CC1(C)CSC(Nc2ccc(F)c(Cl)c2)=N1	-2.56	1	26.2	0.24	1.09	-0.9	3.0%	6.9	9.5
CN1CCN(c2ccc(NC(=O)C(C)(C)C)cc2)CC1	1.18	1	-4.4	-0.0801	1.07	6.0	5.0%	-6.9	-13.8
CCN1CCN(c2ncnc3ccc(Br)cc23)CC1	-0.234	0.9	-5.1	-0.842	1.04	9.7	3.0%	6.7	-8.1
O=c1cccc2n1CC1CC2CN(Cc2c(F)cccc2Cl)C1 (configuration not stated)	0.477	0.9	0.8	0.393	1.04	7.4	2.0%	25.3	-6.0
CCC(=O)c1cn(Cc2ccccc2C#N)c2ccccc12	-1.14	1	-8.4	-0.189	1.11	9.6	2.0%	20.8	17.2
COc1ccccc1-n1c(-c2ccoc2)nc2ccccc2c1=O	-0.746	0.9	2.6	0.0392	1.1	8.9	6.0%	-4.5	0.3
COc1ccc2c(c1OC)C(=O)OC2c1c(O)n(Cc2ccc(F)cc2)c(=O)[nH]c1=O (configuration not stated)	0.141	0.9	-1.0	-0.0949	1.05	1.7	1.0%	12.6	-16.5
CCCCn1c(O)c(C(C)=NCCCN(C)C)c(=O)[nH]c1=O	0.322	0.9	3.5	0.0487	1.05	-3.5	4.0%	25.4	-2.5
O=c1[nH]c(=O)n(Cc2ccco2)c(O)c1C=NCc1cccs1	0.916	0.9	-16.6	-0.819	1.06	12.5	7.0%	5.9	-12.7
c1ccc2c(CCNC3=NCCC3)c[nH]c2c1	0.629	0.9	-25.7	0.691	1.05	3.3	5.0%	-7.3	1.3
Cc1ccc2c(c1)N(CCC(=O)N1CCC3(CC1)OCCO3)C(=O)CO2	0.0777	1	-17.1	0.866	1.09	-4.6	5.0%	-13.4	-17.0
